Compound activity deposited in PubChem BioAssay by National Center for Advancing Translational Sciences (NCATS).
Eya2 phos inh – qHTS Assay for Inhibitors of the Phosphatase Activity of Eya2 | Protein phosphatase EYA2 (Homo sapiens), O00167 | recombinant Eya2, OMFP fluorescence dephosphorylation (OMFP is methylfluorescein phosphate) | Potency, µM (doses to about 76.9 µM), inactives show at the top dose activity, negative = inhibition, most hits filed as inhibitors | hit rate 0.006% among 330,000 | AID 488837, 2010; further: potency means the concentration at half of the fitted maximal effect; on the % scale 0 is the no-effect control and ±100 the full control effect
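Eya2 protein (added as 0.2 uM solution) was preincubated with compound for 10 min at ambient temperature in 50 mM HEPES pH 7.5, 50 mM NaCl, 5 uM MgCl2, 0.05% BSA, 1 mM DTT. OMFP (added at 50 uM) then reacted 10 min; fluorescence read at 485/525 nm.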
hERG WT inh – qHTS for Inhibitors of KCHN2 3.1: Wildtype qHTS; U2OS, BacMam KCNH2, thallium flux FluxOr; active compounds read low; activity change, % at 1.84 µM; hit rate 0.37% among 340,000; AID 720551, 2013;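 active means maximum activity change below -70%; inconclusive means maximum activity change between -70% and -50%; inactive means maximum activity change above -50%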; further: on the % scale 0 is the no-effect control and ±100 the full control effect
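U2OS cells transduced with wild-type KCNH2 virus are loaded with FluxOr dye for 45 min, and thallium flux is measured in kinetic reads before and after stimulation buffer. Rate constants are normalized to DMSO controls.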
MBNL1-CUG inh – qHTS Assay for Inhibitors of MBNL1-poly(CUG) RNA binding; Muscleblind-like protein 1 (Homo sapiens), Q9NR56; TR-FRET MBNL1-His/biotin-(CUG)12 binding, 665/545 ratio; Potency, µM (doses to about 57.5 µM), without a hit: top-dose activity change, negative = inhibition, most hits filed as inhibitors; hit rate 0.036% among 280,000; AID 2675, 2010; active means well fitted inhibition curve with a large enough effect in the signal ratio, with a control signal flat, not every such curve was filed as active; inconclusive means small, poorly fitted or top-dose-only effect, or effect the other way, or a change in a side signal; inactive means no such curve, though single readings can be large or run the other way; the % refers to the signal ratio; further: potency means the concentration at half of the fitted maximal effect; on the % scale 0 is the no-effect control and ±100 the full control effect
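Compounds (final 92 nM to 58 uM) are added to His-tagged MBNL1 and biotin-(CUG)12, then terbium anti-His antibody and streptavidin-XL665 (5 nM final). After 60 min at room temperature, the 665/545 nm ratio is read.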
Mito fusion yeast – qHTS Assay for Small Molecule Inhibitors of Mitochondrial Division or Activators of Mitochondrial Fusion; S. cerevisiae fusion-defective mutant growth rescue, CellTiterGlo 48 h; Potency, µM (top dose mostly 46.1 µM), for inactives: at the top dose growth rescue (activation), actives largely listed as activators; hit rate 0.23% among 320,000; AID 485298, 2010;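 further: potency means the concentration at half of the fitted maximal effect; % of control where 0% means no effect; nearly all actives have a fitted effect of over 45% in size; temperature-sensitive fusion mutants such as fzo1-1 at 37 °C on non-fermentable ethanol glycerol medium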
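Compounds are tested for their ability to restore growth of mitochondrial fusion-defective yeast strains at non-permissive 37C in YPEG medium over 48 hours. Viability is quantified by luciferase luminescence.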
TSHR antag – Antagonists of the Thyroid Stimulating Hormone Receptor: HTS campaign. Thyrotropin receptor (Homo sapiens), P16473. AID 504810, 2011. TSHR-expressing cells, TSH-stimulated cAMP HTRF, 2 h; active compounds read low. activity change, negative = inhibition, % at 11.5 µM. hit rate 0.2% among 330,000;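 active means activity change below a set negative limit, meaning inhibition stronger than a set level, cut at about -70% in these data; inconclusive means activity change between two set negative limits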; further: on the % scale 0 is the no-effect control and ±100 the full control effect
Target sequence (P16473 whole entry, looked up): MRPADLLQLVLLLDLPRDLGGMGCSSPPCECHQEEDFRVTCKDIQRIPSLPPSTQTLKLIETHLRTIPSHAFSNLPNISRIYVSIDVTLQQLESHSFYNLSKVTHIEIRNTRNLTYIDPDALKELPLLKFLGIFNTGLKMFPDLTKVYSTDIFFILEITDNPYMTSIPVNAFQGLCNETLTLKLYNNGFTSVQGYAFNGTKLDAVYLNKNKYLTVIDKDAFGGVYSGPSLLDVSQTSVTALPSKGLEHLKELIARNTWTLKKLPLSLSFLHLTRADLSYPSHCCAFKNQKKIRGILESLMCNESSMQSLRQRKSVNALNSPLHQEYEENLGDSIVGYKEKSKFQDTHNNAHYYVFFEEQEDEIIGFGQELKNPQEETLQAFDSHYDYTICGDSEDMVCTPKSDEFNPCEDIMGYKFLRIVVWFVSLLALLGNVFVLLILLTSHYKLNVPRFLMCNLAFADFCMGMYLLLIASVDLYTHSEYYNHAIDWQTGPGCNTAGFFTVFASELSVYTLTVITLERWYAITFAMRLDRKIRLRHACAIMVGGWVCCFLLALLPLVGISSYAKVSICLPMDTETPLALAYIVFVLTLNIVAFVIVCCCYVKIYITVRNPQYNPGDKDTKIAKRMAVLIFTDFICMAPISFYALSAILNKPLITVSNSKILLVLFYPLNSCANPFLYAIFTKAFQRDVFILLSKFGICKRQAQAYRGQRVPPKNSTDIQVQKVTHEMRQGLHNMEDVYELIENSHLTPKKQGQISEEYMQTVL
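Competitive HTRF cAMP read-out (cryptate anti-cAMP antibody, cAMP-d2; 30 min, room temperature) in freshly harvested TSHR cells. Compounds added before TSH at EC80 (4nM final), followed by 2 hours' incubation at 37 deg C.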
USP2a inh – qHTS Assay for Inhibitors of Ubiquitin-specific Protease USP2a Using CHOP2 as the Reporter; hit rate 0.01% among 330,000; Potency, µM (doses to about 38.3 µM), inactives show at the top dose activity change, negative = inhibition, hits mostly inhibitors; USP2 core, Ub-CHOP2 coupled fluorogenic reporter, 485/531; Ubiquitin carboxyl-terminal hydrolase 2 (Homo sapiens), O75604;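 further: potency means the concentration at half of the fitted maximal effect; plate controls were DMSO wells for no effect and full inhibition by NEM control for full effect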
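USP2 core (10nM final) preincubated 30min RT with compound in 20mM Tris-HCl pH 8.0, 2mM CaCl2, 2mM beta-mercaptoethanol, 0.05% CHAPS; 25nM Ub-CHOP2 plus 25nM reporter substrate added, fluorescence (Ex485/Em531) read after 60min.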
Menin-MLL TR inh – qHTS Assay for Inhibitors Targeting the Menin-MLL Interaction in MLL Related Leukemias: Competition With Texas Red Labeled MLL-derived Mutant Peptide. Menin + Texas Red MLL mutant peptide, fluorescence polarization. Potency, µM (series often up to 61.6 µM), for the others: at the highest dose FP activity change, negative = inhibition, usual class: inhibitors. hit rate 0.23% among 270,000. AID 1768, 2009; active means well fitted inhibition curve with a large enough effect in the polarisation, with a control signal flat, not every such curve was filed as active; inconclusive means small, poorly fitted or top-dose-only effect, or effect the other way, or a change in a side signal; inactive means no such curve, though single readings can be large or run the other way; the % refers to the polarisation; further: potency means the concentration at half of the fitted maximal effect; % of control where 0% means no effect; many of its hits are not listed in these tables
GALK inhibitor – qHTS Assay for Inhibitors of Human Galactokinase (GALK) | Purified GALK, Kinase-Glo residual ATP luminescence | Potency, µM (series often up to 57.5 µM), inactives show top-dose activity change, negative = inhibition, hits mostly inhibitors | hit rate 0.007% among 270,000; further: potency means the concentration at half of the fitted maximal effect; on the % scale 0 is the no-effect control and ±100 the full control effect
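GALK at 5 nM final was combined with compound, 35 uM ATP and 100 uM galactose in HEPES pH8.0 with MgCl2 and DTT. The reaction ran one hour at room temperature before luminescent ATP detection.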
Chronic BCR inh – qHTS Assay to Find Inhibitors of Chronic Active B-Cell Receptor Signaling; ABC-DLBCL IkBa-CBG/CBR reporter, luminescence ratio, 4 h; hit rate 0.05% among 340,000; AID 493014, 2011; Potency, µM (titrated, usually from 46.1 µM), for the others: top-dose ratio change, negative = lower green/red ratio, hits mostly inhibitors; active means well fitted inhibition curve with a large enough effect in the signal ratio, with a control signal flat, not every such curve was filed as active; inconclusive means small, poorly fitted or top-dose-only effect, or effect the other way, or a change in a side signal; the % refers to the signal ratio;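 further: potency means the concentration at half of the fitted maximal effect; plate controls were basal doxycycline-induced cells for no effect and cells given 10 µM MG132 for full effect; MG132 reads +100%, hits lower the ratio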
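Doxycycline induced both beetle luciferases in TMD8 lymphoma cells; IKK-driven degradation limits the IkappaBalpha-fused green signal, while red luminescence normalises for cell number and nonspecific effects. Compounds tested up to 46 uM, 4 hrs.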
ASM inhibitor – Inhibitors of Secretory Acid Sphingomyelinase (S-ASM): qHTS. Sphingomyelin phosphodiesterase (Homo sapiens), P17405. placental ASM, HMU-PC fluorogenic substrate, 60 min. Potency, µM (top dose mostly 57.5 µM), for the others: at the highest dose activity change, negative = inhibition, actives largely listed as inhibitors. hit rate 0.006% among 340,000. AID 504937, 2011; further: potency means the concentration at half of the fitted maximal effect
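Fluorescence read-out (Ex 386 nm, Em 447 nm) after stopping the reaction at pH 10. Enzyme: ASM from human placenta; substrate HMU-PC0, 9 uM final; 60 min, 37 °C. Compound preincubation 10 min, ambient temperature.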
PKM2 activator – qHTS Assay for Activators of Human Muscle isoform 2 Pyruvate Kinase; purified PKM2, Kinase-Glo ATP luminescence, activation; response scale: 0% is enzyme alone, no compound; Potency, µM (series often up to 57.5 µM), for inactives: top-dose activation, most hits filed as activators; hit rate 0.34% among 260,000; Pyruvate kinase PKM (Homo sapiens), P14618; further: potency means the concentration at half of the fitted maximal effect; on the % scale 0 is the no-effect control and ±100 the full control effect; nearly all actives have a fitted effect of over 55% in size
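hPK-M2, >95% pure; 0.1 mM ADP / 0.5 mM PEP final; imidazole pH7.2 buffer w/ 7 mM MgCl2, 50 mM KCl; 1 h RT; Kinase-Glo lum. Intermediate enzyme activity for dual inhibitor/activator qHTS.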
* hit, by the source's call; ? = inconclusive; . = no result given. Unless noted, the call rests on the fitted dose curve; in most records, active means well fitted curve in the direction sought with a large enough effect; inconclusive means small, poorly fitted or top-dose-only effect, or another doubt; inactive means no such curve, though single readings can be large; an effect the other way counts as inactive or inconclusive. This is a subset; the hit share may differ from the screen's.

Each structure is followed by: Eya2 phos inh, hERG WT inh, MBNL1-CUG inh, Mito fusion yeast, TSHR antag, USP2a inh, Menin-MLL TR inh, GALK inhibitor, Chronic BCR inh, ASM inhibitor, PKM2 activator
- O=C(Nc1cccnc1)c1ccc(-c2ccc(Cl)cc2)o1
  -3%, -10, 25%, 4%, -14, -1%, 4%, 0%, ?, 0%, 0%
- COc1ccc(Cl)cc1C(=O)CSc1nnnn1C1CCCC1
  3%, 14, -7%, 13%, -38, -3%, -1%, 4%, -3%, -3%, 1%
- CC(Oc1ccccc1)C(=O)N=C1SC2CS(=O)(=O)CC2N1Cc1ccc(F)cc1 (stereo unspecified)
  -14%, -15, -5%, 3%, -2, 1%, ., 2%, 0%, -1%, .
- CS(=O)(=O)c1ccc(Cl)c(NC(=O)COC(=O)CCCN2C(=O)c3cccc4cccc(c34)C2=O)c1
  27%, 2, ., 0%, -12, -1%, ., ., ?, -1%, .
- CC(C)Oc1ccc(CC2CC(=O)NC2=O)cc1 (stereo unspecified)
  10%, -8, 1%, 0%, 3, -5%, 6%, 2%, 0%, 3%, 14%
- CCOC(=O)Cc1csc(NC(=O)c2ccc(S(=O)(=O)N(CCOC)CCOC)cc2)n1
  -3%, -3, 1%, -1%, -10, 2%, -1%, 8%, ?, -4%, 2%
- CCCCCSc1nc2c(c(=O)[nH]c(=O)n2C)n1C
  20%, -4, -5%, 4%, -1, 1%, 3%, 1%, ?, -4%, -17%
- Cc1ccc(C(=O)Cn2nnc3ccccc32)cc1[N+](=O)[O-]
  -9%, -15, ?, 9%, -6, -2%, ., 9%, -2%, -3%, 2%
- CCc1ccnc(NC(=O)Nc2ccc(OCc3ccccc3)cc2)c1
  17%, -1, 8%, 5%, 16, 5%, ?, -3%, ?, 1%, .
- O=C(Nc1ccc2c(c1)OCO2)N1CCN(c2ccc(F)cc2)CC1
  -7%, -1, -4%, -6%, -3, 1%, 20%, 0%, -12%, -1%, 9%
- COc1cccc(CNCc2cccnc2)c1OCc1ccccc1
  -9%, 3, 7%, 2%, -5, 1%, -22%, 8%, -5%, 1%, -5%
- CC(C)NC(=O)COc1ncnc2sccc12
  9%, 12, 5%, 1%, -6, 4%, 3%, -4%, 0%, 5%, 3%
- CC(C(=O)Nc1nncs1)N1C(=O)C2C3C=CC(C3)C2C1=O (stereo unspecified)
  6%, 36, 0%, 15%, 8, 5%, -13%, -1%, 1%, 3%, 3%
- O=C(N/N=C/c1ccc([N+](=O)[O-])s1)c1ccncc1
  -10%, 7, ?, 16%, -6, 1%, 9%, 0%, 7%, -5%, 3%
- O=S(=O)(Nc1ncnc2sc3c(c12)CCC3)c1ccc2ccccc2c1
  -2%, -7, -1%, 20%, -37, -5%, ., -1%, ?, -10%, -19%
- Cc1cnc(C(=O)OCc2ccc(Br)cc2F)cn1
  ?, 26, 0%, 4%, -5, 2%, ., -3%, 3%, -1%, .
- COc1ccc(-c2cc(C(=O)N3CCCCC3)no2)cc1OC
  0%, -8, -4%, -2%, 4, 5%, 7%, 1%, ?, 2%, -3%
- O=C(Nc1ccc(F)c(F)c1)NC1CCCCC1
  -22%, 5, -4%, 7%, -5, -2%, 19%, -5%, -3%, 1%, -12%
- CCC1C(=O)N(c2nc(C)cc(C)n2)N=C1C (stereo unspecified)
  17%, 8, -3%, -2%, -12, 2%, -9%, 1%, -6%, 4%, 0%

Only USP2a inh and hERG WT inh, for 4 of the compounds above:
| Molecule | USP2a inh | hERG WT inh |
| --- | --- | --- |
| CCCCCSc1nc2c(c(=O)[nH]c(=O)n2C)n1C | 1% | -4 |
| CC(Oc1ccccc1)C(=O)N=C1SC2CS(=O)(=O)CC2N1Cc1ccc(F)cc1 (stereo unspecified) | 1% | -15 |
| CCOC(=O)Cc1csc(NC(=O)c2ccc(S(=O)(=O)N(CCOC)CCOC)cc2)n1 | 2% | -3 |
| O=C(Nc1cccnc1)c1ccc(-c2ccc(Cl)cc2)o1 | -1% | -10 |

Copied from the results shown, 2 compounds:
Each structure is followed by: Eya2 phos inh, hERG WT inh, MBNL1-CUG inh, Mito fusion yeast, TSHR antag, USP2a inh, Menin-MLL TR inh, GALK inhibitor, Chronic BCR inh, ASM inhibitor, PKM2 activator
- O=C(Nc1cccnc1)c1ccc(-c2ccc(Cl)cc2)o1
  -3%, -10, 25%, 4%, -14, -1%, 4%, 0%, ?, 0%, 0%
- COc1ccc(Cl)cc1C(=O)CSc1nnnn1C1CCCC1
  3%, 14, -7%, 13%, -38, -3%, -1%, 4%, -3%, -3%, 1%
